Source: PubChem BioAssay
INS promoter inh: TRM-6 insulin promoter activity inhibition; TRM-6 cells (human fetal islet line), insulin promoter-eGFP reporter, imaging; reporter expression induced with tamoxifen; actives 0.9% (n = 130,000); inhibition, % at 2 µM;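 active means inhibition above the mean plus 3 SD, with well images judged a real hit on visual review, cut at about 60% in these data, passing the limit was not always enough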
sdo1 growth: sdo1-depleted yeast growth rescue | S. cerevisiae sdo1-depleted JHY4D growth rescue, OD600 30 h; stronger effect = higher value; pdr5 snq2 efflux-pump mutant strain | z-score at 10 µM | actives 0.21% (n = 140,000);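 active means z-score above 3 at both the 24 hr and the 30 hr optical density reads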;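 further: z-score against mean and SD of all compound wells on the same plate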
sdo1 growth Rescue 24 h: further read-out of sdo1 growth, marked with its call; z-score; S. cerevisiae sdo1-depleted JHY4D growth rescue, OD600; measured here: growth rescue at 24 h;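 0 is the plate mean of compound wells and units are plate SD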
Numbers without * were called inactive; nt = no result given; & = joins results of further samples; [ ] = dose if it differs, or a comment.

Under each structure: INS promoter inh	sdo1 growth	sdo1 growth Rescue 24 h
- COc1cccc(NC(=O)CNC(C)CCC(C)C)c1 (stereo not drawn)
  nt	-0.11	-0.88
- COC(=O)c1ccccc1NC(=O)c1ccc(-c2ccccc2F)o1
  -7	0.14	1.2
- O/N=C/c1ccc(-c2cc(Cl)ccc2Cl)o1
  26	0.42	0.36
- Cc1cc(C)cc(OCC(=O)N(Cc2cccs2)C2CCS(=O)(=O)C2)c1 (stereo not drawn)
  -85	-0.48	0.43
- Cc1cccc(C)c1NC(=O)C1=C(O)c2sccc2N(C)S1(=O)=O
  50	nt	nt
- COc1cccc(C2=NOC(C(=O)N3CCOCC3)C2)c1 (stereo not drawn)
  -9	0.55	0.59
- Cc1oc2c(c(=O)c1C)C(=O)CC(c1ccccc1)C2 (stereo not drawn)
  13	0.45	0.02
- O=C(c1cccc(S(=O)(=O)N2CCOCC2)c1)N1CCCCCC1
  0	0.59	0.42
- CCOC(=O)c1ccc2c(c1)nc(C1CCN(S(=O)(=O)c3cccs3)CC1)n2CC
  nt	0.11	0.74
- Cc1nn(C)c(C)c1CN(C)S(=O)(=O)c1ccc(F)cc1
  12	0.61	0.85
- Cn1nnnc1SCC(=O)N1CCN(c2ccc(Cl)cc2)CC1
  31	0.4	-0.13
- Cc1ccc(C)n1-c1ccc2c(c1)COC2=O
  14	-0.48	-1.2
- CCOC(=O)/C(C#N)=C/c1ccc(OCC(=O)Nc2ccc(OC)cc2)c(OC)c1
  nt	-0.94	-0.7
- Cc1cc(SCC(=O)N/N=C/c2ccc(O)c(O)c2)c(C)cc1Br
  0	0.72	2.5
- O=C1CN(C(=O)CSc2nc3cc(Cl)ccc3c(=O)n2Cc2ccccc2)c2ccccc2N1
  nt	-0.68	-1.1
- O=C(CSc1ccccn1)N1CCc2ccccc21
  57	nt	nt
- C=CCn1c(=O)c2ccccc2n2c(Sc3nnnn3-c3ccccc3)nnc12
  nt	0.01	-1.2
- CC(C)COC(=O)Nc1nnc(Cc2ccccc2)s1
  -19	nt	nt
- Cn1c(-c2ccc(F)cc2)cnc1NCc1ccc(C#N)cc1
  13	0.19	-0.32
- Cc1ccc(C)c(NC(=O)Cn2nc([N+](=O)[O-])c(Br)c2C)c1
  0	-0.1	0.02
- Cc1cc(Nc2ccc(F)cc2C)n2nc(C)nc2n1
  nt	2.5	2.4
- CCCn1c(SCC(=O)Nc2ccc(C)c(S(=O)(=O)N3CCOCC3)c2)n[nH]c1=O
  nt	0.84	0.78
- COc1ccccc1N1CCN(C/C=C/c2ccc(N(C)C)cc2)CC1
  nt	-0.23	-0.94
- COc1ccccc1NS(=O)(=O)c1ccc(OC)c(OC)c1
  -80	0.97	1.4
- COC(=O)c1ccc2[nH]c(C)cc(=O)c2c1
  nt	6*	3.5*
- COc1ccc2c(Cl)c(C(=O)NC3CCS(=O)(=O)C3)sc2c1 (stereo not drawn)
  30	1.1	1.3
- COc1ccc(C(C(=O)NC2CCCCC2)N(C(=O)CCCC(=O)Nc2ccccn2)c2ccc3c(c2)OCCO3)cc1 (stereo not drawn)
  -38	-0.19	-0.58
- CCOC(=O)c1c(-c2ccccc2)csc1NC(=O)CSc1nc(C)cc(C)n1
  31	0.06	0.18
- O=C(NCCN1CCOCC1)C1CCN(c2nc3ccccc3o2)CC1
  nt	0.72	0.1
- COCCOC(=O)C1=C(C)NC(=O)NC1c1ccc(Cl)cc1 (stereo not drawn)
  nt	0.22	-0.05
- COc1ccc(C(C(=O)NC2CCCCC2)N(Cc2cccs2)C(=O)Cc2c[nH]c3ccccc23)cc1OC (stereo not drawn)
  -34	-0.36	-0.98
- O=C(O)C1CCN(S(=O)(=O)N2CCOCC2)CC1
  nt	0.12	-0.11
- COc1ccccc1CNC(=O)c1ccccc1N
  -10	0.52	1.1
- CCCOc1ccc(C(=O)NC(=S)Nc2nc(C)c(C(=O)N(C)C)s2)cc1
  3	-0.06	-0.15
- CC(C)Nc1cc(N2CCCC2)ccc1[N+](=O)[O-]
  nt	-0.37&-0.97	-0.16&-0.65
- CC(=O)NCCc1nc2ccccc2n1Cc1ccc(C)cc1
  nt	0.26	-0.06
- N#Cc1c(NC(=S)NC(=O)Cc2cccs2)sc2c1CCCCC2
  nt	-0.5	-0.76
- O=CN1CCN(c2ncnc3c2nnn3Cc2c(F)cccc2Cl)CC1
  46	nt	nt
- O=C1CC(N2CCN(c3nc4ccccc4s3)CC2)C(=O)N1c1cccc(F)c1 (stereo not drawn)
  -1	-0.9	-0.91
- COc1ccc(-c2cc(C(F)(F)F)nc(-n3cncn3)n2)cc1
  -4	0.75	-0.02
- COc1ccc(/C=C2\CCC(C3CCCC3)C2=O)cc1Cn1nc(C)cc1C (stereo not drawn)
  -44	0.31	1.9
- COC(=O)c1cn(NC(=O)c2cccnc2)c(=O)c2ccccc12
  -17	0.38	0.04
- Cc1nn(C)cc1/C=C(/C#N)C(N)=O
  -6	0.6	0.69
- NS(=O)(=O)c1ccc(NCC2COc3ccccc3O2)c([N+](=O)[O-])c1 (stereo not drawn)
  10	nt	nt
- Cc1cccc(N(CC(=O)NC(C)(C)C)C(=O)CS(=O)CC(=O)Nc2ccc(F)cc2)c1 (stereo not drawn)
  -17	nt	nt
- O=c1nc(-c2ccccc2)cc(C(F)(F)F)[nH]1
  20	0.38	0.28
- O=C(N(c1ccccn1)c1ccccn1)C12CC3CC(CC(Cl)(C3)C1)C2
  0	nt	nt
- COc1cccc(C(NC(=O)c2ccccc2F)NC(=O)c2ccccc2F)c1
  nt	-0.63	-0.61
- Cc1nn(C)cc1C(=O)Nc1c(C)nn(Cc2ccccc2Cl)c1C
  -7	0.69	-0.33
- Cc1ncsc1CCOC(=O)c1ccc([N+](=O)[O-])cc1
  nt	1.4	0.58
- Cc1ccc(/C(N)=N/OC(=O)CCC2CCCCC2)cc1
  42	-2.3	-1.1
- COc1cccc(NC(=S)NCc2ccncc2)c1
  4	-0.22	-0.29
- Cc1ccc(S(=O)(=O)c2c(C(=O)c3ccccc3)cnc3cc4c(cc23)OCCO4)cc1
  nt	-0.41	-0.38
- COc1ccc(CN2CCC(C(=O)N3CCN(c4ccccc4F)CC3)CC2)cc1OC
  16	1.3	1.5
- CC(C)(C)C1CCC2(CC1)C(Nc1cccc(C(F)(F)F)c1)=NC(=S)N2CC#N (stereo not drawn)
  48	2	3.1
- COc1cc(/C=N/Nc2ncnc3sc4c(c23)CCC4)ccc1O
  -10	-0.91	-1.8
- CCCN1CCC(=NNC(=O)CSc2cc(C)c(Br)cc2C)CC1
  -71	0.31	0.02
- COc1cc(C(c2oc(CO)cc(=O)c2O)c2oc(CO)cc(=O)c2O)cc(OC)c1OC
  0	nt	nt
- Cc1c(O)cc2n(c1=O)-c1ccccc1C2(C)C
  -235	0.65	-0.86
- NC(=O)c1cc(S(=O)(=O)NC2CCCCC2)co1
  nt	-0.18	-0.07

Carrying on:
Under each structure: INS promoter inh	sdo1 growth	sdo1 growth Rescue 24 h
- O=C(OCC#CCSc1nnc(-c2cccc3ccccc23)o1)c1cccs1
  24	-0.31	-0.42
- COC(=O)c1cc(OC)c(OC)cc1NC(=O)Cn1nnc(-c2ccccc2Cl)n1
  -11	-0.55	0.39
- Cc1nc2ccccc2c(=O)n1NC(=O)c1ccccc1Cl
  25	0.36	0.62
- O=C(CN1C(=O)C2CC=CCC2C1=O)NCC1COc2ccccc2O1 (stereo not drawn)
  33	0.08	-0.38
- CCn1cc(/C=N\NC(=O)c2ccc(F)cc2)cn1
  -67	0.06	-0.98
- Cc1ccccc1CNC(=O)/C=C\C(=O)O
  7	2	1.3
- Cc1sc2ncnc(N/N=C/c3ccc(O)cc3)c2c1C
  nt	0.53	0.34
- CC(C)(C)C(=O)COC(=O)c1cc2ccccc2cc1O
  3	-1.2	-1.2
- O=C1OC(Nc2ccc(Cl)cn2)c2ccccc21 (stereo not drawn)
  0	0.78	1.1
- O=C(COC(=O)C1=Cc2ccccc2OC1)NC1CCCC1
  -22	0.58	-0.18
- COc1ccc(NCc2nnc(SCC(=O)c3ccc(OC)cc3)n2C)cc1
  12	-0.56	-0.72
- Cc1ccc(Nc2nc(N)nc(CC#N)n2)cc1
  -35	-0.15	0.14
- O=C(Nc1ccc2c(c1)OCO2)c1cc2nc(C3CC3)cc(C(F)(F)F)n2n1
  nt	-0.69	-0.79
- Cc1ccc(-c2nnn(CC(=O)N(c3ccccc3F)C(CC(C)C)C(=O)NCC3CCCO3)n2)cc1 (stereo not drawn)
  -80	0.65	2.8
- O=C(NCCC(c1ccccc1)c1ccccc1)c1cccs1
  nt	-0.46	0.13
- Cc1cc(=O)[nH]c(Nc2ccc(C(=O)OC(C)C)cc2)n1
  nt	0.45	-1.1
- Cc1ccc(C)c(NS(=O)(=O)c2ccc(NC(=O)c3ccco3)cc2)c1
  -4	-1.7	-0.84
- C=CCn1c(SCc2ccccc2)nnc1-c1cccnc1
  0	-0.56	-0.87
- CC(=O)Nc1ccc(NC(=O)c2ccccc2F)cc1
  -13	0.82	0.2
- O=C(Cc1ccc(S(=O)(=O)N2CCCC2)s1)N1CCN(c2ccc(F)cc2)CC1
  -218	nt	nt
- CN1CCN(C(=O)c2cn(C)c3ccc(S(=O)(=O)N(C)C4CCCCC4)cc3c2=O)CC1
  nt	1.3	1.5
- CCOC(=O)c1c(C)[nH]c(C(=O)OCC(=O)N2CC(C)OC(C)C2)c1C (stereo not drawn)
  -9	-0.37	-1.5
- Cc1ccc(-c2nc3ccccc3o2)cc1NC(=S)NC(=O)/C=C/c1ccco1
  0	-1.4	-0.48
- O=C(CCSc1ccccc1)Nc1ccccc1Br
  29	nt	nt
- Cc1ccc(OCC(=O)N(C)Cc2ccccc2)c([N+](=O)[O-])n1
  nt	0.65	0.97
- CCC(=O)Nc1ccc(N2CCN(S(C)(=O)=O)CC2)cc1
  26	0.04	-0.46
- O=C(c1cc2ccccc2o1)N1CCN(c2ccccc2Cl)CC1
  nt	-2.9	-1.8
- O=C(C1=C(O)C(=O)N(c2ncccn2)C1c1ccc(Cl)cc1)c1ccco1 (stereo not drawn)
  42	0.5	-0.28
- CCC/C(O)=C1\C(=O)CCCC1=NCCc1c(C)[nH]c2ccc(OC)cc12
  -53	nt	nt
- Nn1c(Nc2ccccc2)nc2ccccc2c1=O
  nt	-0.05	0.45

An excerpt from above in order of SMILES length, descending:
Under each structure: INS promoter inh	sdo1 growth	sdo1 growth Rescue 24 h
- CN1CCN(C(=O)c2cn(C)c3ccc(S(=O)(=O)N(C)C4CCCCC4)cc3c2=O)CC1
  nt	1.3	1.5
- COC(=O)c1cc(OC)c(OC)cc1NC(=O)Cn1nnc(-c2ccccc2Cl)n1
  -11	-0.55	0.39
- Cc1ccc(-c2nc3ccccc3o2)cc1NC(=S)NC(=O)/C=C/c1ccco1
  0	-1.4	-0.48
- CCC(=O)Nc1ccc(N2CCN(S(C)(=O)=O)CC2)cc1
  26	0.04	-0.46
- O=C(COC(=O)C1=Cc2ccccc2OC1)NC1CCCC1
  -22	0.58	-0.18
- O=C1OC(Nc2ccc(Cl)cn2)c2ccccc21 (stereo not drawn)
  0	0.78	1.1
- Cc1ccccc1CNC(=O)/C=C\C(=O)O
  7	2	1.3

Continued.
mol	INS promoter inh	sdo1 growth	sdo1 growth Rescue 24 h
CNc1ccc(NC(C)=O)cc1[N+](=O)[O-]	nt	0.49	-0.25
CCCCCCCCn1cc(C(C)=O)c(=O)[nH]c1=O	nt	-0.72	-1.2
COCC(=O)NCc1ccc2c(c1)OCO2	56	1.1	1.3
COC(=O)c1cc(OC)c(OC)cc1NC(=O)c1c(-c2ccccc2Cl)noc1C	-12	-1.4	-0.58
CCOC(=O)CSc1nc2cc(C(=O)NCc3ccco3)ccc2c(=O)n1C1CCCCC1	17	-1.9	-1.2
COc1ccc(Nc2ncnc3ccc([N+](=O)[O-])cc23)c(OC)c1	-13	nt	nt
Cc1cc(C)cc(OCC(=O)NNC(=O)c2cc(C)[nH]n2)c1	4	-0.13	1.6
O=C(COC(=O)/C=C/c1cccs1)NC(c1ccccc1)c1ccccc1	nt	-0.71	-0.55
Cc1cc(NC(=O)c2ccc([N+](=O)[O-])cc2Cl)ccc1NC(=O)c1ccco1	-27	0.88	0.88
CC(C(=O)Nc1cc(C(F)(F)F)ccc1N1CCOCC1)N1C(=O)C2CC=CCC2C1=O (stereo not drawn)	-12	0.33	0.3
CCOC(=O)Nc1ccc2c(c1)Sc1ccccc1N2C(=O)CCN1CCOCC1	nt	0.11	0.37
c1ccc2c(c1)sc1nnnn12	42	1.5	1.3
COc1ccc(CNC(=O)CC2C(=O)NCCN2CC(C)(C)C)c(OC)c1 (stereo not drawn)	-39	nt	nt
Cc1cc(C(=O)NC2CCCCC2)c(C)n1-c1ccc(F)cc1	31	-0.2	-0.68
O=C(c1ccc(F)cc1)N1CCCCC(Sc2nnnn2-c2ccccc2)C1=O (stereo not drawn)	17	-1.8	-1.2
Clc1cccc(N2CCN(c3nnnn3-c3ccccc3)CC2)c1	-7	nt	nt
CCOC(=O)CCC(NC(=O)CCCC(=O)NC(CCC(=O)OCC)C(=O)OCC)C(=O)OCC (stereo not drawn)	-14	0.81	0.37
COc1ccc(NC(=S)NC2CCCCCC2)c(OC)c1	22	-0.7	-1
Cn1c(SCc2nc3ccccc3s2)nnc1-c1ccc2c(c1)OCO2	-317	-0.41	-1.4
CSc1ccc(S(=O)(=O)NCCSc2ccccn2)cc1	nt	-0.09[11.8 µM]	-0.03
CCOC(=O)Cn1c(N)c(C(=O)OC)sc1=S	12	0	-0.15
Cc1ccc2nc(-c3ccc(Br)o3)oc(=O)c2c1	-25	-0.23	-0.48

An unsorted share of the library; 0.99% or so of the library scored in one or more.
